Source: PubChem BioAssay
IDE inh: human IDE inhibitors in live cells, primary screen, fluorescence polarization, HEK cells, FAbetaB substrate; Insulin-degrading enzyme (Homo sapiens), P14735; FAbetaB cleavage; inhibition, % at 5.59 µM; hit rate 0.41% among 320,000;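 active = percent inhibition above the average of all tested compounds plus 3 SD, set per screening campaign, cut at about 16% in these data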;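 also: IDE supplied by intact live HEK cells; FP after avidin binding of uncleaved biotin substrate so inhibition keeps polarization high; 0% = DMSO wells and 100% = 60 µM reference IDE inhibitor Ii1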
Target sequence (P14735 whole entry, looked up): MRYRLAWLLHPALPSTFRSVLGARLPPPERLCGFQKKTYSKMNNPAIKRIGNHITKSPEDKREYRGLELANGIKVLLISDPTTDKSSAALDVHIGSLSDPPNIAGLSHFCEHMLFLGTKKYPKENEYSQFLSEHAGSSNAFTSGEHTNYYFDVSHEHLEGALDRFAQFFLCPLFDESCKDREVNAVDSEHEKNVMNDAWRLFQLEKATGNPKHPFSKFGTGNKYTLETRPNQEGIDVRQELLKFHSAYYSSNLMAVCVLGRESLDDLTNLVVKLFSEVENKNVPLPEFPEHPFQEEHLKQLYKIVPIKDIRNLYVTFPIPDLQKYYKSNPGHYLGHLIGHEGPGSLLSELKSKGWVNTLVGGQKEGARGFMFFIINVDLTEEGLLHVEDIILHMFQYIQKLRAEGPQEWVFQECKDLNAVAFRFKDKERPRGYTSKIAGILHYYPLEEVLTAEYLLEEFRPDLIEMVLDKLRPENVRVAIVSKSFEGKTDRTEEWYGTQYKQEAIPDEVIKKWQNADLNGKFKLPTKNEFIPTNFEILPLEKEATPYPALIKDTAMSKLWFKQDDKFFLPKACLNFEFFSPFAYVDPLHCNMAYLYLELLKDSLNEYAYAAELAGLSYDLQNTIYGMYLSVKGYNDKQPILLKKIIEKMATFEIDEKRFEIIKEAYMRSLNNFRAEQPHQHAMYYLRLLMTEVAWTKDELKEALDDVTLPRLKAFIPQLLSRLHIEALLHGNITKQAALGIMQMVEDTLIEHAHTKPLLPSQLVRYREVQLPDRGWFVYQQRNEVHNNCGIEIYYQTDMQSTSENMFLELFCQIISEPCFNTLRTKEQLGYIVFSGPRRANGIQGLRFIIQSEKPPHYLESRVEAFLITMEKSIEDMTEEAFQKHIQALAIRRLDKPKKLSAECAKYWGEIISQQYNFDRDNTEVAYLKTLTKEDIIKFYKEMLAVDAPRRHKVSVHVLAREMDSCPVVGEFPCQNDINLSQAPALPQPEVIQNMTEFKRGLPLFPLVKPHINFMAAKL
IDE act: human IDE activators in live cells, primary screen, fluorescence polarization, HEK cells, FAbeta-B substrate. hit rate 0.073% among 340,000. AID 493087, 2011. FAbeta-B cleavage; 0% vehicle, 100% cell-free pure enzyme wells. activation, % at 5.96 µM;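 active = activation above the mean of all tested compounds plus 3 SD, set per screening campaign, cut at about 17% in these data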
An asterisk follows results filed as active. An excerpt; rates above refer to the full screens.

Screening COc1ccc(NC(=O)c2cc3ccccc3o2)cc1S(=O)(=O)N1CCCCC1 returned IDE inh 6.0 and IDE act -5.3.
For CCC(=O)c1ccc(OCC(=O)NCc2ccccc2CN2CCCC2)cc1 the results were IDE inh 12.8 and IDE act 0.3.
For Cc1ccc(CN2C(=O)C(Cc3ccccc3)Nc3ncnc(N4CCN(c5ccccc5)CC4)c32)cc1 (stereo not given) the results were IDE inh -6.2 and IDE act -3.0.
For CC(=O)c1c(C)[nH]c(C(=O)NNC(=O)COc2cc(C)ccc2C(C)C)c1C the results were IDE inh -3.5 and IDE act 3.0.
Screening CN1C(=O)[C@@H]2[C@H](C1=O)[C@@H]1C(=O)Nc3ccccc3C(=O)N1[C@@H]2c1cccc(Br)c1 returned IDE inh -0.1 and IDE act -1.3.
For CC(=O)Oc1ccccc1C(=O)Oc1ccccc1C(=O)O the results were IDE inh -1.1 and IDE act -0.8.
For COc1ccc(CNC(=O)CN2CCN(S(=O)(=O)c3ccccc3)CC2)cc1 the results were IDE inh -2.8 and IDE act 4.6.
`COc1ccc(CNC(=O)CSc2nnc(C3CC3)n2C2CC2)cc1` gave IDE inh 1.1 and IDE act 3.3.
For CCOc1ccc(S(=O)(=O)NCCC(=O)N(C)CC(=O)Nc2ccc(N3CCOCC3)cc2)cc1 the results were IDE inh -1.5 and IDE act 3.3.
Cc1ccc(S(=O)(=O)N2CCCCC2)cc1NC(=O)Cn1ncc(Cl)c(Cl)c1=O was read as IDE inh 1.7 and IDE act 1.7.

The closing 2 compounds of the part above come first, to join the parts.
For CCOc1ccc(S(=O)(=O)NCCC(=O)N(C)CC(=O)Nc2ccc(N3CCOCC3)cc2)cc1 the results were IDE inh -1.5 and IDE act 3.3.
Cc1ccc(S(=O)(=O)N2CCCCC2)cc1NC(=O)Cn1ncc(Cl)c(Cl)c1=O was read as IDE inh 1.7 and IDE act 1.7.
CCc1noc(C)c1C(=O)Nc1cc(S(=O)(=O)N2CCCCC2)ccc1N(C)C was read as IDE inh 5.3 and IDE act 3.8.
`CC(C)(C)[C@H](N)C(=O)N[C@H]1CCC2C3CC=C4C[C@@H](O)CC[C@]4(C)C3CC[C@@]21C` (stereo not given in full) gave IDE inh 2.1 and IDE act 6.5.
Screening CN(C1CCCCC1)S(=O)(=O)CCNC(=O)c1ccccc1 returned IDE inh 1.3 and IDE act 6.5.
For CCN(CC)c1ccc(-c2nnc(SCC(=O)N(CCOC)c3c(N)n(CC(C)C)c(=O)[nH]c3=O)o2)cc1 the results were IDE inh 1.9 and IDE act -2.6.
For O=C(COC(=O)CNC(=O)c1ccccc1F)Nc1nnc(-c2ccccc2)o1 the results were IDE inh -3.9 and IDE act 2.8.
For COc1ccc2nc(NC(=O)CCNC(=O)c3ccco3)sc2c1 the results were IDE inh -1.9 and IDE act 2.6.
`COc1cccc(C(=O)NCC(c2cccs2)N2CCc3ccccc32)c1` (stereo not given) gave IDE inh 2.5 and IDE act 2.4.
`Cc1ccc(C(=O)NCC(=O)OCC(=O)Nc2ccc3[nH]c(=O)[nH]c3c2)cc1` gave IDE inh -2.0 and IDE act -0.7.
Screening CC(C)CC1(C)NC(=O)N(CC(=O)Nc2ccccc2Br)C1=O (stereo not given) returned IDE inh -2.6 and IDE act 2.3.
Screening COC(=O)c1cc(C(=O)OCC(=O)N2CCCCC2)cc([N+](=O)[O-])c1 returned IDE inh -5.4 and IDE act 6.6.
Screening COc1cccc(NC(=O)CN(C)C(=O)CNC(=O)c2sc3ccccc3c2Cl)c1 returned IDE inh 0.7 and IDE act 1.4.
Cc1cc(S(=O)(=O)Nc2ccc(C(=O)NCCCn3ccnc3)cc2)ccc1F was read as IDE inh -0.8 and IDE act 4.9.
For CCOC(=O)CN1C(=O)N[C@@H](c2ccco2)C(C(=O)OC)=C1C the results were IDE inh 2.7 and IDE act 5.8.
O=C(Nc1nnc(C2CC2)s1)c1ccc(Cl)nc1 was read as IDE inh -1.6 and IDE act 2.7.
COC(=O)CN1C(=O)[C@H]2[C@@H](/C=C/c3ccccc3)N3C(=O)CN(Cc4ccc(-c5ccccc5)cc4)C(=O)[C@@]3(C)[C@H]2C1=O was read as IDE inh 4.9 and IDE act 2.9.
Screening O=C(COC(=O)c1ccc[nH]c1=O)NCC12CC3CC(CC(C3)C1)C2 returned IDE inh -2.0 and IDE act 3.6.
O=C(O)c1ccc(-c2noc(-c3cccc(Cl)c3)n2)cc1 was read as IDE inh 7.0 and IDE act 8.1.
`CSCCC(NC(=O)c1ccc([N+](=O)[O-])cc1Cl)C(=O)OCC(=O)NC(=O)CN1CCCC1=O` (stereo not given) gave IDE inh 2.4 and IDE act 5.6.
For CCc1ccc(C(=O)C(C)OC(=O)Cn2cnc3c2c(=O)n(C)c(=O)n3C)cc1 (stereo not given) the results were IDE inh 6.6 and IDE act 5.8.
`Cc1ccc(C)c(OCC(=O)NCC(C)(C)N2CCOCC2)c1` gave IDE inh 2.9 and IDE act 2.5.
For CC(NC(=O)c1ccccc1)C(=O)OCC(=O)c1c(N)n(C)c(=O)n(C)c1=O (stereo not given) the results were IDE inh 1.1 and IDE act 2.4.
For Cc1ccc(C(=O)OCC(=O)N2c3ccccc3NC(=O)C2(C)C)cc1S(=O)(=O)N1CCCCC1 the results were IDE inh 6.8 and IDE act -0.3.
`COc1ccc(NC(=O)Cn2ccc(C(F)(F)F)n2)cc1S(=O)(=O)N1CCOCC1` gave IDE inh -2.5 and IDE act 4.9.
`COc1ccc(NC(=O)CC2(CC(=O)N3CCOCC3)CCCC2)cc1Cl` gave IDE inh 5.4 and IDE act -3.4.
Screening COc1ccc(NS(=O)(=O)c2cc(OC)ccc2OC)cc1 returned IDE inh 6.4 and IDE act 4.1.
Screening Cc1c(C(=O)NC(=S)Nc2ccc(NC(=O)c3cccs3)cc2)oc2ccccc12 returned IDE inh 5.7 and IDE act 4.9.
Screening CC1Cc2ccccc2N1S(=O)(=O)c1cccc(C(=O)NCc2ccco2)c1 (stereo not given) returned IDE inh 2.8 and IDE act -1.3.
Screening COC(=O)N1CCc2c(sc(NC(=O)C3COc4ccccc4O3)c2C(N)=O)C1 (stereo not given) returned IDE inh 6.8 and IDE act -1.6.
Cc1noc(C)c1C(=O)OCC(=O)Nc1ncc(C(F)(F)F)cc1Cl was read as IDE inh 4.3 and IDE act 4.4.
For Cc1ccccc1OCC(=O)NNC(=O)C1CCN(c2ncnc3sc(C)c(C)c23)CC1 the results were IDE inh 6.2 and IDE act -9.4.
`Cn1nc(C(=O)NNC(=O)c2cccc(Cl)c2)ccc1=O` gave IDE inh -0.5 and IDE act 4.9.
Screening CCC(=O)NC(c1ccco1)c1cc(Cl)c2cccnc2c1OC (stereo not given) returned IDE inh 4.6 and IDE act -1.9.
`COCCNC(=O)C1CC(c2ccc(C(F)(F)F)cc2)=NO1` (stereo not given) gave IDE inh -3.5 and IDE act 2.3.
Screening CCC(C)c1ccc(NC(=O)C2=CC=CN3CCS(=O)(=O)N=C23)cc1 (stereo not given) returned IDE inh 1.7 and IDE act 2.5.
Screening O=C(NCc1ccc(F)cc1)c1cc2c(cc1Cl)N1CCCCCC1=NS2(=O)=O returned IDE inh -2.6 and IDE act 2.3.
`Cc1cccc(NC(=O)c2nc[nH]c2C(=O)NCCCCCCNC(=O)c2[nH]cnc2C(=O)Nc2cccc(C)c2)c1` gave IDE inh -1.4 and IDE act 6.9.
NCCCC[C@@H](C(=O)N1CCNCC1)n1cc(CN)nn1 was read as IDE inh -1.4 and IDE act 0.7.
For COc1cc(N)c(Cl)cc1C(=O)OCC(=O)NCC1CCCO1 (stereo not given) the results were IDE inh -0.8 and IDE act 0.7.
For Cc1cccc(-c2nc(CC(=O)Nc3cccc(S(=O)(=O)NC4=NCCC4)c3)cs2)c1 the results were IDE inh 2.0 and IDE act 4.6.
`O=c1ccc2ccc(O[C@@H]3O[C@H](CO)[C@@H](O)[C@H](O)[C@H]3O)c(O)c2o1` gave IDE inh 4.0 and IDE act -3.9.
Screening COc1ccc(S(=O)(=O)N(C)C[C@H]2Oc3ccc(NC(=O)CCC(F)(F)F)cc3C(=O)N([C@H](C)CO)C[C@@H]2C)cc1 returned IDE inh 2.4 and IDE act 0.9.
`COc1ccccc1NS(=O)(=O)c1cccc(C(=O)NNC(=O)C(C)NC(=O)c2ccco2)c1` (stereo not given) gave IDE inh 5.1 and IDE act 5.8.
Screening Cc1ccc(NC(=O)COc2ccccc2C#N)cc1S(=O)(=O)N1CCCCCC1 returned IDE inh -2.5 and IDE act 3.7.
Screening NS(=O)(=O)c1cccc(NC(=O)COC(=O)c2ccccc2SCC(=O)N2CCCC2)c1 returned IDE inh -1.8 and IDE act 0.9.
Screening COc1ccc2c(c1)CCCC21NC(=O)N(CC(=O)c2cc(F)ccc2F)C1=O (stereo not given) returned IDE inh -2.4 and IDE act 2.5.
For CC1Cc2ccccc2N1C(=O)CN(C)CC(=O)Nc1cccc(F)c1 (stereo not given) the results were IDE inh -2.6 and IDE act 3.0.
For O=C(Nc1cc(Cl)ccc1F)C1=COCCO1 the results were IDE inh 9.7 and IDE act -2.1.
Screening CC1CC(=O)Nc2ccccc2N1C(=O)COc1ccc2cc(Br)ccc2c1 (stereo not given) returned IDE inh 1.7 and IDE act 5.3.
For COc1cc(C(=O)N2CCN(CC(O)COc3ccccc3)CC2)cc(OC)c1OC (stereo not given) the results were IDE inh -2.3 and IDE act -1.1.
Screening CC12CCC(C1)C(C)(C)C2NS(=O)(=O)c1ccc(F)cc1 (stereo not given) returned IDE inh -1.5 and IDE act 1.1.

Overlap with the part before: five compounds, followed by the next part.
For CC1Cc2ccccc2N1C(=O)CN(C)CC(=O)Nc1cccc(F)c1 (stereo not given) the results were IDE inh -2.6 and IDE act 3.0.
For O=C(Nc1cc(Cl)ccc1F)C1=COCCO1 the results were IDE inh 9.7 and IDE act -2.1.
Screening CC1CC(=O)Nc2ccccc2N1C(=O)COc1ccc2cc(Br)ccc2c1 (stereo not given) returned IDE inh 1.7 and IDE act 5.3.
For COc1cc(C(=O)N2CCN(CC(O)COc3ccccc3)CC2)cc(OC)c1OC (stereo not given) the results were IDE inh -2.3 and IDE act -1.1.
Screening CC12CCC(C1)C(C)(C)C2NS(=O)(=O)c1ccc(F)cc1 (stereo not given) returned IDE inh -1.5 and IDE act 1.1.
O=C(Cn1c(=O)cnc2ccccc21)Nc1cccc(S(=O)(=O)N2CCCCC2)c1 was read as IDE inh 0.0 and IDE act 0.9.
CCCCn1c(N)c(N(CC)C(=O)c2cccc(OCc3ccccc3)c2)c(=O)[nH]c1=O was read as IDE inh 4.6 and IDE act 3.4.
`Cc1cccc(COc2ccccc2C(=O)NC2CCC(O)CC2)c1` (stereo not given) gave IDE inh -1.5 and IDE act -1.4.
`CCN(CC)S(=O)(=O)c1cc(NC(=O)c2ccc3c(c2)NC(=O)C(C)S3)ccc1C` (stereo not given) gave IDE inh -0.7 and IDE act -0.5.
For COc1ccc(NS(=O)(=O)c2cc(C(=O)N3CCCCCC3)ccc2C)cc1 the results were IDE inh 6.7 and IDE act -0.8.
`COCCOc1cc(NCc2ccccc2)c2ncn(C(C)C)c2c1` gave IDE inh 0.4 and IDE act 3.2.
For CC(=NNC(=O)c1cc(C)oc1C)c1ccc(Br)s1 the results were IDE inh 6.9 and IDE act 2.2.
Screening O=C(CCCSc1ccc(Cl)cc1)Nc1cc(S(=O)(=O)N2CCOCC2)ccc1O returned IDE inh -3.3 and IDE act -4.5.
`COc1cccc(NC(=O)CN(C)C(=O)c2sc3cc(Cl)ccc3c2Cl)c1` gave IDE inh -5.5 and IDE act 3.7.
Screening O=C(COC(=O)c1cccc(OC(F)F)c1)Nc1cccc(S(=O)(=O)N2CCCC2)c1 returned IDE inh 0.3 and IDE act -0.7.

Arranged by formula weight (smallest number first): five of the compounds above
For COc1ccc(NS(=O)(=O)c2cc(C(=O)N3CCCCCC3)ccc2C)cc1 the results were IDE inh 6.7 and IDE act -0.8.
`COc1cccc(NC(=O)CN(C)C(=O)c2sc3cc(Cl)ccc3c2Cl)c1` gave IDE inh -5.5 and IDE act 3.7.
CCCCn1c(N)c(N(CC)C(=O)c2cccc(OCc3ccccc3)c2)c(=O)[nH]c1=O was read as IDE inh 4.6 and IDE act 3.4.
`CCN(CC)S(=O)(=O)c1cc(NC(=O)c2ccc3c(c2)NC(=O)C(C)S3)ccc1C` (stereo not given) gave IDE inh -0.7 and IDE act -0.5.
Screening O=C(COC(=O)c1cccc(OC(F)F)c1)Nc1cccc(S(=O)(=O)N2CCCC2)c1 returned IDE inh 0.3 and IDE act -0.7.

Following part.
`COc1ccccc1NC(=O)C(C)OC(=O)CCCOc1ccccc1` (stereo not given) gave IDE inh -2.8 and IDE act 4.8.
For Cn1c(SCC(=O)NNC(=O)c2ccccc2)nnc1C(F)(F)F the results were IDE inh -1.6 and IDE act -3.2.
For CN(C(=O)CN1C(=O)c2cccc(N)c2C1=O)C1CCCCC1 the results were IDE inh -1.2 and IDE act 5.3.
C=C(NC(C)=O)c1c(F)cccc1F was read as IDE inh 3.5 and IDE act 6.2.
`CCC(=O)Nc1ccc(C(=O)CN2C(=O)NC3(CCOc4ccccc43)C2=O)cc1` (stereo not given) gave IDE inh -1.4 and IDE act 5.0.
For CC(=O)OC[C@H]1O[C@@H](Oc2cc(O)cc3oc(-c4ccc(O)cc4)cc(=O)c23)[C@H](O[C@@H]2O[C@@H](C)[C@H](O)[C@@H](O)[C@H]2O)[C@@H](O)[C@@H]1O the results were IDE inh 5.3 and IDE act -3.8.
`O=C(C[C@@H]1C/C=C\CCC(=O)OC[C@@H]2CCCN2C1=O)N[C@H](CO)Cc1ccccc1` gave IDE inh 1.4 and IDE act -4.2.
For CON(C)S(=O)(=O)NC(=O)C1=C(N2CCCC2)COC1=O the results were IDE inh -8.2 and IDE act 1.3.
`CCOc1ccc(S(=O)(=O)Nc2cccc(C(=O)NCC(C)(C)N3CCOCC3)c2)cc1` gave IDE inh -4.5 and IDE act 3.2.
